FH mod: Identification of activators of human fumarate hydratase by quantitative high-throughput screening. Fumarate hydratase, mitochondrial (Homo sapiens), P07954. FH coupled MDH/diaphorase resazurin fluorescence, 15 min. Potency, µM (titrated, usually from 79.9 µM), inactives show at the top dose activity change, negative = inhibition, hits mostly inhibitors. 54,000 compounds, 0.22% hits. AID 1347055, 2019; also: potency is read from the fitted curve at half-maximal effect; % is scaled to controls: 0 for no effect and ±100 for the full control effect; the screen sought activators but most active calls are inhibition curves; nearly all actives have a fitted effect of over 45% in size
B2AR arrestin ag: ADRB2 beta-arrestin recruitment. Potency, µM (top dose mostly 46.1 µM), for the others: at the highest dose activation, hits mostly activators. 44,000 tested, under 10 active. HTLA Tango cells, beta-arrestin recruitment, luciferase luminescence, 18 h;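 also: potency is read from the fitted curve at half-maximal effect; 0% = DMSO and full agonism = EC100 isoproterenol or metaproterenol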
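Ligand-induced beta-arrestin recruitment to recombinant beta2-AR is measured via a tTA-driven luciferase reporter in Tango cells after 18 hr compound exposure at 37 degrees C. Concentrations span up to 46 microM.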
GALK inh: inhibits human galactokinase; P51570; recombinant GALK, Kinase-Glo ATP luminescence, 1 h; Potency, µM (titrated, usually from 57.5 µM), inactives show at the highest dose activity, negative = inhibition, most hits filed as inhibitors; 44,000 tested, under 10 active; AID 1347072;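 also: plate controls were full GALK reaction for no effect and reaction lacking GALK for full effect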
Target sequence (P51570 whole entry, looked up): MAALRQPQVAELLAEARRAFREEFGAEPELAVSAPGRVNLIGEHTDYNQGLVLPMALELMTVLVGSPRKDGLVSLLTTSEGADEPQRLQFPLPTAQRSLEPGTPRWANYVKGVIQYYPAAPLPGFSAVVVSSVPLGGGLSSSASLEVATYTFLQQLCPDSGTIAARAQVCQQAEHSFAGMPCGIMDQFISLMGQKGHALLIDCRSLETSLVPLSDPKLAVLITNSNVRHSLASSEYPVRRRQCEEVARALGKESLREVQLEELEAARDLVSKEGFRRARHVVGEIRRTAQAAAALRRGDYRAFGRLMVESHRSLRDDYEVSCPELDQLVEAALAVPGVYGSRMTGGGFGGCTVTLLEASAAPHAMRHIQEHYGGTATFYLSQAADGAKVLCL
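Reactions with and without enzyme served as controls. GALK at 5 nM phosphorylates 100 uM galactose using 35 uM ATP (HEPES pH 8.0, Mg2+) for 1 h at RT, with luminescence read 10 min after adding Kinase-Glo Plus.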
p53null 32C tox: p53 null cell cytotoxicity, permissive temperature; H1299-neo p53 null cells, ATP luminescence, 24 h, 32C; Potency, µM (series often up to 46.1 µM), inactives show at the top dose activity change, negative = cytotoxicity, hits mostly cytotoxic; 55,000 compounds, 0.62% hits; AID 903;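 also: potency is read from the fitted curve at half-maximal effect; 0% = DMSO only and -100% = full killing by 100 µM tamoxifen; nearly all actives have a fitted effect of over 55% in size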
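H1299-neo, 600 cells/well; overnight 37C; cpd up to 46 uM, 24 h at 32C; ATPlite luminescence after 20 min RT; normalized to DMSO (0%) and tamoxifen 100 uM (100% kill); Hill-fit AC50.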
TSG101-PTAP inh: inhibitors of HIV-1 PTAP binding to human TSG101, validation; Fluorescence polarization, FITC-PTAP peptide/Tsg101, 20 min; Potency, µM (titrated, usually from 115 µM), without a hit: top-dose activity change, negative = inhibition, most hits filed as inhibitors; 44,000 tested, under 10 active; AID 1347069; also: potency is read from the fitted curve at half-maximal effect; 0% is about no effect
Target sequence (Q99816 whole entry, looked up): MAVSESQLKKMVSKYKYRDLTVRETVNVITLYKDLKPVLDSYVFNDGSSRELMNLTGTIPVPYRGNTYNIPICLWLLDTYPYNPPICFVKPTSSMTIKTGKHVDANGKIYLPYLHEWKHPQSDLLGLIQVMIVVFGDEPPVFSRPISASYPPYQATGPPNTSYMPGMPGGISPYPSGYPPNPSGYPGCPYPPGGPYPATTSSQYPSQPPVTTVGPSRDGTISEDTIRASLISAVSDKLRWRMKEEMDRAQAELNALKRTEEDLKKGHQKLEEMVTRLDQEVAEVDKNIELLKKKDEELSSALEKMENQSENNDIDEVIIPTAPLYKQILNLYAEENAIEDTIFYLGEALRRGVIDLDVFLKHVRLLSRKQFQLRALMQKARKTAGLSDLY
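qHTS FP binding, 20 min r.t.: 10 uM Tsg101 domain + 50 nM FITC-PTAP peptide, pH 7.5 HEPES buffer with TCEP and EDTA.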
p53null 39C kill: kills p53 null cells at the nonpermissive temperature; H1299 p53-null (neo) cells, 39C, ATPlite viability, 24 h; Potency, µM (top dose mostly 46.1 µM), for inactives: at the top dose activity, negative = cell killing, most hits filed as cytotoxic; 55,000 compounds, 0.97% hits;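 also: potency is read from the fitted curve at half-maximal effect; 0% = DMSO only and -100% = full killing by 100 µM tamoxifen; nearly all actives have a fitted effect of over 50% in size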
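Temperature-shift cytotoxicity format: compound titrations on p53-null or A138V-expressing H1299 cells held 24 hr at 39C, cell ATP then measured, AC50 from Hill model.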
NTMT1 inhibitor: blocks human N-terminal methyltransferase 1 activity | Q9BV86 | NTMT1 MTase-Glo SAH luminescence, purified enzyme | Potency, µM (series often up to 114 µM), without a hit: top-dose activity change, negative = inhibition, most hits filed as inhibitors | 59,000 compounds, 2.5% hits | AID 1645870;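 also: potency is read from the fitted curve at half-maximal effect; plate controls were DMSO vehicle for no effect and no enzyme for full effect; nearly all actives have a fitted effect of over 65% in size; many of its hits are not listed in these tables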
Target sequence (Q9BV86 whole entry, looked up): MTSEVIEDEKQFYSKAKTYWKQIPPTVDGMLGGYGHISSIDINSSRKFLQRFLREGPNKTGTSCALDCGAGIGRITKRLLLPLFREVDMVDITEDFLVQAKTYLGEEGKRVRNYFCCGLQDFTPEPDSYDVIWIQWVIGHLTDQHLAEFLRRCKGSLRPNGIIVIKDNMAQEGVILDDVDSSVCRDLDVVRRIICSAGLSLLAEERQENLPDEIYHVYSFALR
Starred values were filed as active, the others as inactive; [ ] = another dose, or the depositor's remark. Calls follow the shape of the dose curve; as a rule, active = well fitted curve in the direction sought with a large enough effect; inconclusive = small, poorly fitted or top-dose-only effect, or another doubt; inactive = no such curve, though single readings can be large; an effect the other way counts as inactive or inconclusive. Some of the compounds tested, so the mix of outcomes need not match the whole.

Cc1cccc(NC(=O)CS(=O)(=O)c2cccc3nsnc23)c1 was read as FH mod 10.0%, B2AR arrestin ag 0.4%, GALK inh -1.3%, p53null 32C tox -2.5%, TSG101-PTAP inh -4.7%, p53null 39C kill 26.4% and NTMT1 inhibitor -2.1%.
`Cn1nnnc1SCCCNCc1cccc(OCc2ccccc2Cl)c1` gave FH mod -21.0%, B2AR arrestin ag -4.0%, GALK inh 1.9%, p53null 32C tox 1.6%, TSG101-PTAP inh 0.2%, p53null 39C kill -13.7% and NTMT1 inhibitor inconclusive.
For Cc1ccc(/C=C/c2onc(C)c2S(=O)(=O)N2CCC(C(=O)NCc3ccc(OC(C)C)cc3)CC2)cc1 the results were FH mod -8.3%, B2AR arrestin ag -0.3%, GALK inh 3.1%, p53null 32C tox 1.3%, TSG101-PTAP inh 1.9%, p53null 39C kill 3.6% and NTMT1 inhibitor -0.7%.
COC(=O)c1c(NC(=O)/C(C#N)=C/c2ccccc2)sc2c1C(C(=O)OC)CC2 (stereo not drawn) was read as FH mod -3.5%, B2AR arrestin ag 0.4%, GALK inh -21.3%, p53null 32C tox -2.5%, TSG101-PTAP inh 2.5%, p53null 39C kill -13.1% and NTMT1 inhibitor -2.2%.
CCOc1ccc(NC(=O)c2c(Nc3ccccc3C)sc(C(=O)c3ccc(Cl)cc3)c2N)cc1 was read as FH mod -16.7%, B2AR arrestin ag -1.2%, GALK inh 3.2%, p53null 32C tox -26.0%, TSG101-PTAP inh -0.7%, p53null 39C kill 0.3% and NTMT1 inhibitor 2.6%.
Screening CCOCCc1nn2c(=O)cc(COC(=O)c3ccccc3NC(=O)c3cccs3)nc2s1 returned FH mod 1.6%, B2AR arrestin ag -1.0%, GALK inh 2.0%, p53null 32C tox 2.6%, TSG101-PTAP inh -0.7%, p53null 39C kill 5.1% and NTMT1 inhibitor 3.2%.
Screening CCOc1ccc(N(CC)S(=O)(=O)N2CCCC(C(=O)Nc3cc(Cl)ccc3OC)C2)cc1 (stereo not drawn) returned FH mod -13.6%, B2AR arrestin ag -1.2%, GALK inh 2.0%, p53null 32C tox -4.6%, TSG101-PTAP inh 2.8%, p53null 39C kill 5.4% and NTMT1 inhibitor 2.9%.
For COc1cccc(CNC(=O)c2ccc(-n3c(C)cc4c3CCC(C)C4)cc2)c1 (stereo not drawn) the results were FH mod -6.3%, B2AR arrestin ag inconclusive, GALK inh 1.5%, p53null 32C tox -7.9%, TSG101-PTAP inh 0.3%, p53null 39C kill -27.0% and NTMT1 inhibitor -0.9%.
CCc1ccc(NC(=O)CCc2c(C)nn(-c3ccc(N4CCCC4)nn3)c2C)cc1 was read as B2AR arrestin ag 3.3%, GALK inh -2.2%, p53null 32C tox -2.6%, TSG101-PTAP inh -1.8% and p53null 39C kill -9.1%.
For CC(C)c1ccc(C2c3c(oc4ccc(Cl)cc4c3=O)C(=O)N2CCCN2CCOCC2)cc1 (stereo not drawn) the results were FH mod -2.5%, B2AR arrestin ag -3.1%, GALK inh 0.1%, p53null 32C tox -5.8%, TSG101-PTAP inh -5.6%, p53null 39C kill -1.2% and NTMT1 inhibitor -18.1%.
Screening COc1ccc(-n2ncc(C(=O)N3CCN(c4ccccn4)CC3)c2C2CCN(C(=O)OC(C)(C)C)CC2)cc1 returned FH mod -10.8%, B2AR arrestin ag -1.3%, GALK inh 1.3%, p53null 32C tox 0.9%, TSG101-PTAP inh -4.2%, p53null 39C kill -16.5% and NTMT1 inhibitor 25.9%.
`NC(=O)C1CCN(c2ncnc3c2cnn3-c2ccccc2)CC1` gave FH mod 13.1%, B2AR arrestin ag 5.9%, GALK inh 1.4%, p53null 32C tox -7.1%, TSG101-PTAP inh -3.5%, p53null 39C kill 9.6% and NTMT1 inhibitor -20.3%.
For CC(=O)N1CCc2cc(CNC(=O)Nc3cc(Cl)ccc3C)ccc21 the results were FH mod 2.7%, B2AR arrestin ag 0.0%, GALK inh -3.9%, p53null 32C tox 8.4%, TSG101-PTAP inh -3.0%, p53null 39C kill -10.0% and NTMT1 inhibitor 3.6%.
Screening CCOC(=O)c1c(C)[nH]c(C)c1S(=O)(=O)N1CCCC(C(=O)NCc2ccc(N(C)C)cc2)C1 (stereo not drawn) returned FH mod 9.7%, B2AR arrestin ag -1.2%, GALK inh 3.5%, p53null 32C tox -1.9%, TSG101-PTAP inh -3.7%, p53null 39C kill -18.4% and NTMT1 inhibitor -1.6%.
Cc1cc(OCCn2c(C3CC(=O)N(Cc4ccc(F)cc4)C3)nc3ccccc32)ccc1Cl (stereo not drawn) was read as FH mod inconclusive, B2AR arrestin ag -2.6%, GALK inh -2.0%, p53null 32C tox -11.2%, TSG101-PTAP inh -0.4%, p53null 39C kill -3.6% and NTMT1 inhibitor 15.9%.
Screening O=C(Nc1ccc(C(=O)N2CCCCC2)cc1)c1nsc2ccccc12 returned FH mod -18.2%, B2AR arrestin ag 1.5%, GALK inh 1.6%, p53null 32C tox 3.98µM*, TSG101-PTAP inh -4.4%, p53null 39C kill 3.98µM* and NTMT1 inhibitor 14.1µM*.
`Cc1ccc(-n2nc(C(=O)NC(C)C)c(=O)n(C)c2=O)cc1` gave FH mod 2.9%, B2AR arrestin ag -0.6%, GALK inh -1.5%, p53null 32C tox 1.8%, TSG101-PTAP inh -5.0%, p53null 39C kill 0.7% and NTMT1 inhibitor 6.9%.
COc1cccc(N2CCN(C(=O)c3c4c(nc5ccccc35)C(=O)N(C3CCCCC3)C4)CC2)c1 was read as FH mod -3.0%, B2AR arrestin ag 3.4%, GALK inh 0.9%, p53null 32C tox 0.4%, TSG101-PTAP inh -1.9%, p53null 39C kill 0.7% and NTMT1 inhibitor 6.0%.
For CC(=O)Nc1ccc(NC(=O)Cn2c(=O)ccc3cc(S(=O)(=O)N4CCC(C)CC4)ccc32)cc1 the results were FH mod -34.7%, B2AR arrestin ag 0.2%, GALK inh 0.3%, p53null 32C tox -0.9%, TSG101-PTAP inh -0.2%, p53null 39C kill 13.3% and NTMT1 inhibitor 9.0%.
COc1ccc(CNc2nc3c(c(=O)n(C)c(=O)n3C)n2Cc2ccccc2Cl)cc1 was read as FH mod 1.6%, B2AR arrestin ag 0.1%, GALK inh -2.1%, p53null 32C tox 10.1%, TSG101-PTAP inh 2.6%, p53null 39C kill -9.6% and NTMT1 inhibitor 2.0%.
For CCc1ccc(NC(=O)CCCn2nc(C)c3c(C)n(-c4ccccc4)nc3c2=O)cc1 the results were FH mod 5.2%, B2AR arrestin ag 0.2%, GALK inh 0.9%, p53null 32C tox 11.1%, TSG101-PTAP inh -2.9%, p53null 39C kill inconclusive and NTMT1 inhibitor -7.8%.
Cc1cc(C)c(NC(=O)Cn2c(=O)n(CC(=O)NCc3ccccc3Cl)c(=O)c3sccc32)c(C)c1 was read as FH mod -3.2%, B2AR arrestin ag 1.1%, GALK inh 6.1%, p53null 32C tox 3.3%, TSG101-PTAP inh 1.3%, p53null 39C kill -5.9% and NTMT1 inhibitor -28.0%.
Screening Cn1nnc2c(N3CCN(c4ccccc4F)CC3)ncnc21 returned FH mod -15.3%, B2AR arrestin ag -2.8%, GALK inh 4.6%, p53null 32C tox 3.7%, TSG101-PTAP inh -3.3%, p53null 39C kill 9.5% and NTMT1 inhibitor 3.9%.
For CCOC(=O)Cc1c(C)nc2c(-c3ccc(Cl)cc3)c(C(F)(F)F)nn2c1C the results were FH mod -19.3%, B2AR arrestin ag -1.8%, GALK inh -2.3%, p53null 32C tox -3.7%, TSG101-PTAP inh -2.4%, p53null 39C kill 7.0% and NTMT1 inhibitor -4.6%.
Screening Cc1ccc(Cl)cc1NC(=O)Cc1ccc(-n2c(C)nc3cccnc32)cc1 returned FH mod -10.1%, B2AR arrestin ag 1.6%, GALK inh -1.4%, p53null 32C tox -6.4%, TSG101-PTAP inh -7.5%, p53null 39C kill 6.6% and NTMT1 inhibitor -0.9%.
`CN(C)c1ccc(CNC(=O)CN2C(=O)CCn3nc(-c4cn(C)c5ccccc45)cc32)cc1` gave FH mod -22.1%, B2AR arrestin ag -0.5%, GALK inh -2.5%, p53null 32C tox -2.7%, TSG101-PTAP inh 2.3%, p53null 39C kill -1.4% and NTMT1 inhibitor -8.8%.
`CCOc1cc(CNC(=O)NC2COc3ccccc3C2)cc(OCC)c1OCC` (stereo not drawn) gave FH mod -17.2%, B2AR arrestin ag 0.3%, GALK inh 0.3%, p53null 32C tox -6.0%, TSG101-PTAP inh 0.4%, p53null 39C kill 7.1% and NTMT1 inhibitor 2.7%.
OCCN1CCN(c2ncnc3c2cnn3-c2cccc(Cl)c2)CC1 was read as FH mod -16.5%, B2AR arrestin ag 0.3%, GALK inh -0.3%, p53null 32C tox -8.5%, TSG101-PTAP inh -15.6%, p53null 39C kill -0.5% and NTMT1 inhibitor inconclusive.
For COc1ccc(Cl)cc1NC(=O)c1cnc(SC)nc1-c1ccccc1 the results were FH mod -29.0%, B2AR arrestin ag 0.2%, GALK inh 5.3%, p53null 32C tox 1.0%, TSG101-PTAP inh -0.4%, p53null 39C kill -13.4% and NTMT1 inhibitor -3.9%.
CCn1cc(S(=O)(=O)c2ccc(OC)cc2)c(=O)c2cc(F)c(N3CCC(C)CC3)cc21 was read as FH mod -28.3%, B2AR arrestin ag -0.4%, GALK inh -0.1%, p53null 32C tox -1.7%, TSG101-PTAP inh 2.5%, p53null 39C kill -3.1% and NTMT1 inhibitor 0.4%.
CCOc1ccc(NC(=O)c2ccc3c(SCC(=O)O)c4c(nc3c2)CCC4)cc1 was read as FH mod -19.8%, B2AR arrestin ag 0.4%, GALK inh -9.7%, p53null 32C tox -2.6%, TSG101-PTAP inh -3.1%, p53null 39C kill -15.7% and NTMT1 inhibitor -0.7%.
`CCCCc1nnc(SCc2cc(=O)c3cc(C(=O)OCC)ccc3[nH]2)n1C` gave FH mod -2.6%, B2AR arrestin ag 0.2%, GALK inh 0.2%, p53null 32C tox -5.6%, TSG101-PTAP inh -3.1%, p53null 39C kill -11.7% and NTMT1 inhibitor 8.7%.
`CCSc1nnnn1-c1cccc(C(=O)O)c1` gave FH mod -0.5%, B2AR arrestin ag 3.3%, GALK inh -1.5%, p53null 32C tox 1.9%, TSG101-PTAP inh 2.7%, p53null 39C kill 34.1%[activator] and NTMT1 inhibitor -0.9%.
`Cc1ccc(F)cc1NC(=O)Cn1c(=O)nc(-c2ccccc2F)c2cc(Cl)ccc21` gave FH mod -29.9%, B2AR arrestin ag 0.4%, GALK inh -0.9%, p53null 32C tox -2.9%, TSG101-PTAP inh 0.8%, p53null 39C kill -5.9% and NTMT1 inhibitor -0.4%.

High-throughput results: PubChem BioAssay, National Center for Advancing Translational Sciences (NCATS)
